ADAM17 inh: inhibits human ADAM17; P78536; recombinant ADAM17, EDANS/DABCYL FRET peptide cleavage; inhibition, % at 6.95 µM; 0.83% of 370,000 active; AID 720648;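 active means inhibition above the mean of compounds lying between control limits plus 3 SD, set per campaign, cut at about 8.5% in these data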;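 further: 0% = DMSO-only wells as the low control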
Target sequence (P78536 215-824 limits assumed): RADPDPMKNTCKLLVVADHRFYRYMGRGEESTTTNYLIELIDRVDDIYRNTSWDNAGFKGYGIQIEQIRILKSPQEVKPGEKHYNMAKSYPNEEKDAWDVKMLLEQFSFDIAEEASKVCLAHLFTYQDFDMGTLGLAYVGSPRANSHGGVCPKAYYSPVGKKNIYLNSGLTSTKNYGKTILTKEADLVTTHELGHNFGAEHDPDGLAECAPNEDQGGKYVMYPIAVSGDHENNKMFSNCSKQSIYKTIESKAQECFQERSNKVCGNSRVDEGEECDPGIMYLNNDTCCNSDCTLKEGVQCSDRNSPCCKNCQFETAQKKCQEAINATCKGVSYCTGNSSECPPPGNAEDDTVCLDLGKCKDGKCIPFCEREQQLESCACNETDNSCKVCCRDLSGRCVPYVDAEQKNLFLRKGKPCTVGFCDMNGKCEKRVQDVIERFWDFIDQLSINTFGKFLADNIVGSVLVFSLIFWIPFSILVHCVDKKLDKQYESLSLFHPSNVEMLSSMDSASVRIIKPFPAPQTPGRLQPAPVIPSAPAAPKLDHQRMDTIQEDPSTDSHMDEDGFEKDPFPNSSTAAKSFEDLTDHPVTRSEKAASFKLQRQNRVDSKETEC
ssDAF12 agonist: S. stercoralis DAF-12 activation, primary screen | HEK293 ssDAF-12/GRIP1 lit1-tk-luc reporter, luminescence; % of 3 µM dafachronic acid response | AID 652126 | activation, % at 6.8 µM | 1% of 370,000 active;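 active means activation above the mean over all tested compounds plus 3 SD, cut at about 0.9% in these data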;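 further: 0% = DMSO-only wells and 100% = 3 µM delta7-dafachronic acid wells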
ADAM10 inh: inhibitors of human ADAM10; O14672; recombinant ADAM10, EDANS/DABCYL FRET peptide cleavage, 3 h; inhibition, % at 7 µM; 0.62% of 370,000 active; AID 720582;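 active means inhibition above a per-campaign cutoff equal to the mean of compounds falling between control-based bounds plus 3 SD, cut at about 20% in these data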;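 further: 0% = DMSO wells while the 100% control is not disclosed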
PG9 binder: binds the HIV-1 gp120 antibody PG9; TR-FRET gp120-PG9 antibody binding; inhibition, % at 6.7 µM; 0.43% of 360,000 active; AID 624416; in the data active means inhibition above about 8.5%
hcDAF12 agonist: activates DAF-12 receptor from parasite H. contortus. 1.4% of 370,000 active. HEK293 hcDAF-12 lit1-tk-luc reporter, luminescence; 0% DMSO, 100% Δ7-dafachronic acid. activation, % at 6.8 µM. AID 652067;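 active means activation above the mean of all tested compounds plus 3 SD, cut at about 5.5% in these data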;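 further: 100% = response to 3 µM Δ7-dafachronic acid high control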
GAA850 FXN act: activators of GAA850 frataxin (FXN) promoter | HEK293 lucGAA850 FXN promoter luciferase reporter, 24 h; percent of 10 µM SAHA response | activation, % at 6 µM | 0.56% of 360,000 active;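 active means activation above the average of all compounds screened plus 3 SD, cutoff fixed separately per campaign, cut at about 7.5% in these data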;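 further: 0% = DMSO wells and 100% = 10 µM SAHA wells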
DAX1 inh-1: DAX1 (NR0B1) inhibition, primary screen | AID 652010 | HEK293T StAR-luciferase reporter, SF-1/DAX-1 repression relief | inhibition, % at 6.8 µM | 1.1% of 370,000 active;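 active means inhibition above the mean over all tested compounds plus 3 SD, cut at about 3.6% in these data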;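 further: 0% = DAX-1 cells with DMSO and 100% = cells lacking DAX-1 with DMSO; higher inhibition means more luminescence from relief of DAX-1 repression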
hgDAF-12 ag: activates the H. glycines DAF-12 receptor ligand-binding domain; activation, % at 6.8 µM; 1.8% of 370,000 active; AID 687014; HEK293 GAL4-hgDAF12 UAS-luciferase reporter, agonist luminescence; normalized to butyrate control;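 active means activation above a cutoff set at the mean of all screened compounds plus 3 SD, cut at about 10% in these data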;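 further: 0% = DMSO wells and 100% = sodium butyrate wells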
DAX1 inh-2: inhibits human nuclear receptor DAX1; P51843; HEK293 Gal4-DAX1 luciferase reporter, luminescence; inhibition, % at 6.75 µM; 0.99% of 340,000 active; AID 504766;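 active means inhibition above the mean over all tested compounds plus 3 SD, cut at about 4.2% in these data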;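 further: 0% = DAX1-transfected cells with DMSO and 100% = empty-vector control cells with DMSO; inhibition shows as a rise in luminescence from relieved DAX1 repression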
Target sequence (P51843 207-470 limits assumed): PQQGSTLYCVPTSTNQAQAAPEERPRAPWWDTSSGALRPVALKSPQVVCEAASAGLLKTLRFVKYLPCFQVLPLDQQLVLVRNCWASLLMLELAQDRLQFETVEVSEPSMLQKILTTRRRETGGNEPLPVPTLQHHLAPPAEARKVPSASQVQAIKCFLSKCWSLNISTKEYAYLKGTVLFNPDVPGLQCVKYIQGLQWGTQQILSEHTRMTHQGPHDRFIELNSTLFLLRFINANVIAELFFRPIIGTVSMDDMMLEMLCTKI
SMARCA2 activ: increases SMARCA2 function in MMTV reporter cells. activation, % at 9.1 µM. MG213 cells, MMTV-luciferase reporter, dexamethasone, overnight. 1% of 370,000 active; in the data active means activation above about 7.8%;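 further: 0% = vehicle wells and 100% = reference activator wells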
GC-A act: GC-A (human) enzyme activation; activation, % at 10 µM; 0.14% of 370,000 active; AID 1671463; HEK293 GC-A cells, cGMP TR-FRET, EC30 ANP; 0% at EC30 ANP, 100% saturating ANP; P16066; in the data active means activation above about 40%
Numbers without * were called inactive; . = no result given.

SMILES,hcDAF12 agonist,DAX1 inh-2,ADAM17 inh,PG9 binder,SMARCA2 activ,ssDAF12 agonist,ADAM10 inh,GAA850 FXN act,hgDAF-12 ag,DAX1 inh-1,GC-A act
O=C(Cn1c(NCCCO)nc2ccccc21)c1ccc(Cl)cc1,-0.5,-1.9,7,0.2,-3,-1.3,-4,-0.9,-1.4,0.4,-5
Cc1cc(C)cc(N=C2SC(CC(=O)Nc3ccccc3)C(=O)N2CCN2CCOCC2)c1 (stereo not given),-0.3,0.3,5,1.1,0,-1.9,10,-0.9,2.5,-0.7,-3
CCS(=O)(=O)N1Cc2ccccc2CC1C(=O)NCCc1c[nH]c2ccccc12 (stereo not given),3.5,-1.2,4,0.5,-3,0.0,4,-0.2,-1.0,0.5,1
Cc1ccc(S(=O)(=O)/C(C#N)=C/c2c(N3CCC(C(N)=O)CC3)nc3c(C)cccn3c2=O)cc1,0.0,-0.7,-2,0.3,-1,-1.6,0,-1.1,0.0,-0.4,14
CCCCn1c(-c2cccc(F)c2)nc2c1c(=O)[nH]c(=O)n2CC(C)C,-1.0,-0.7,-1,-1.6,-1,-0.5,0,2.0,-3.0,0.3,-8
Cc1oc(-c2ccccc2)cc1C(=O)NC1CCN(Cc2ccccc2)CC1,-2.1,.,0,-1.1,-2,-1.2,5,-0.1,0.3,-0.4,-10
COc1ccccc1NS(=O)(=O)c1cc2c3c(c1)CC(=O)N3CCC2,0.1,0.0,-4,-3.3,-2,-1.2,-9,0.1,-0.6,-0.3,-14
Cc1ccc(S(=O)(=O)NCc2ccc(C(=O)NC3CC3)cc2)cc1,0.0,0.3,1,-2.3,2,-1.4,-2,0.3,-2.7,-0.4,-2

Fetched by structure from above:
SMILES,hcDAF12 agonist,DAX1 inh-2,ADAM17 inh,PG9 binder,SMARCA2 activ,ssDAF12 agonist,ADAM10 inh,GAA850 FXN act,hgDAF-12 ag,DAX1 inh-1,GC-A act
COc1ccccc1NS(=O)(=O)c1cc2c3c(c1)CC(=O)N3CCC2,0.1,0.0,-4,-3.3,-2,-1.2,-9,0.1,-0.6,-0.3,-14
Cc1ccc(S(=O)(=O)/C(C#N)=C/c2c(N3CCC(C(N)=O)CC3)nc3c(C)cccn3c2=O)cc1,0.0,-0.7,-2,0.3,-1,-1.6,0,-1.1,0.0,-0.4,14
CCCCn1c(-c2cccc(F)c2)nc2c1c(=O)[nH]c(=O)n2CC(C)C,-1.0,-0.7,-1,-1.6,-1,-0.5,0,2.0,-3.0,0.3,-8

(continued)
SMILES,hcDAF12 agonist,DAX1 inh-2,ADAM17 inh,PG9 binder,SMARCA2 activ,ssDAF12 agonist,ADAM10 inh,GAA850 FXN act,hgDAF-12 ag,DAX1 inh-1,GC-A act
O=C(Nc1nnc(-c2ccc(F)cc2)s1)Nc1ccccc1F,0.3,.,-1,-1.4,-1,-0.3,-1,-0.5,-1.3,-0.2,-2
COc1ccc(NC(=O)C23CC4CC(CC(Cl)(C4)C2)C3)cc1S(=O)(=O)N1CCOCC1,-1.4,0.8,1,-2.0,2,-1.4,-1,0.4,-0.2,-0.1,3
COc1ccc(N2CCN(CCC(O)c3ccc4ccccc4c3)CC2)cc1 (stereo not given),-0.3,-1.4,-2,-2.4,4,-1.4,-1,3.3,-0.9,0.0,-4
Cc1nnc(NC(=O)C2CCN(S(=O)(=O)c3cc([N+](=O)[O-])ccc3Cl)CC2)o1,0.7,-1.3,-5,-0.2,-2,-1.0,-8,2.6,-1.6,-0.9,-3
COc1ccc(/C=N/NC(=O)c2cc(Br)ccc2O)cc1Cn1cc(Cl)cn1,-1.0,-1.2,-4,-2.9,-1,-0.9,-12,0.5,1.7,0.4,-2
CN1CCOC1c1ccc(C2OCCN2C)cc1 (stereo not given),-0.2,1.1,-4,0.5,-2,0.0,-15,1.4,-2.9,-0.6,3
CCNc1nc(NC(C)(C)C)nc(N2CCCCC2)n1,-0.6,-0.9,1,-0.4,-5,-1.3,2,0.9,-0.5,-1.6,3
Cc1noc(/C=C/c2cccnc2)c1[N+](=O)[O-],0.6,-1.1,2,-4.4,0,-1.2,1,3.4,-1.2,-0.7,12
COc1cc(C(=O)OCC(=O)NC(=O)NCc2ccccc2)ccc1OC(F)F,2.1,-0.2,-1,4.9,6,-2.0,-3,-1.3,2.3,-0.4,3
CCOC(=O)[C@H]1[C@H]2COc3ccccc3[C@@H]2N2C(=O)c3cc(F)c(F)cc3NC(=O)[C@@]12C,-0.3,-0.4,3,0.1,-1,-1.1,0,-7.7,2.3,1.0,-1
Cc1ccc(NC(=O)CSc2nccn2C)cc1S(=O)(=O)N1CCOCC1,1.6,1.6,0,-1.1,-1,-1.3,1,2.8,-1.8,-0.2,3
CCOc1cc(Br)c(C(=O)O)cc1OCC,-1.2,0.2,-2,0.0,-1,-1.2,9,1.6,2.6,-0.2,-1
COc1cccc(C(=O)Nc2cccc(C(C)=O)c2)c1,0.3,2.1,-1,-1.5,0,-0.6,-6,4.0,7.5,1.6,-4
COc1cccc(C(=O)Nc2cccc3ccccc23)c1OC,-0.9,-0.8,-36,1.9,-2,-1.4,-1,0.7,1.3,-0.3,2
CC(C)Cn1c(=O)c2c(nc3n2CCS3)n(C)c1=O,-0.4,-0.7,0,-2.3,3,-0.5,3,-0.7,0.6,0.3,-3
CCCCN1CCS(=O)(=O)N(Cc2cn(Cc3ccc(C)cc3)nn2)C(C(=O)OC)C1 (stereo not given),-0.3,.,1,.,2,-0.6,1,.,-0.8,-0.8,5
Cc1ccc(C(=O)c2coc3cc([N+](=O)[O-])c(O)c([N+](=O)[O-])c23)cc1,0.7,-0.4,0,-0.5,-2,-0.4,-8,1.3,1.7,0.0,3
CC(C)Cc1cc(C(=O)NCc2cccs2)no1,2.1,3.0,0,1.8,13*,0.9,1,3.0,19*,4.3*,2
COc1ccccc1C(=O)N(Cc1ccc(C)o1)C1CCS(=O)(=O)C1 (stereo not given),-2.7,1.6,-1,-0.3,4,-1.0,3,1.0,-0.8,0.2,-5
CC1(C(=O)NS(=O)(=O)Cc2ccccc2C(F)(F)F)CCN1C(=O)C/C=C/c1ccccc1 (stereo not given),-0.6,.,-1,0.3,0,-1.5,-5,1.3,-4.3,1.1,0
O=C(NCc1ccccc1)[C@H]1CCCN1C(=O)[C@H]1CCCN1C(=O)c1ccc(F)c(C(F)(F)F)c1,-1.6,.,-6,-0.8,-4,-0.1,-15,.,-0.8,-0.2,0
Cc1cc(C(F)F)n2nc(C(=O)Nc3cccnc3Cl)nc2n1,0.1,0.3,-6,1.9,0,-0.5,-2,0.5,-0.9,0.1,-2
Cc1ccc(-n2cc(CN3CCC(O)(c4ccccn4)CC3)c(-c3ccc(F)cc3)n2)cc1,-2.6,0.1,0,-0.1,-3,-1.8,15,-1.8,2.8,-0.4,-6
CO/N=C/NC(=O)Cc1cn(-c2ncc(C(F)(F)F)cc2Cl)c2ccccc12,-1.3,0.1,-3,-2.3,-1,-1.4,4,0.2,-2.1,-0.5,-11
COc1ccc(OC)c(NC(=O)Cc2c(C(=O)O)n(C)c3ccccc23)c1,-0.6,-0.4,-2,0.5,3,-0.2,5,-0.4,-1.4,0.0,-1
O=[N+]([O-])c1ccc(N2CCOCC2)cc1NC(c1ccccc1)c1ccccc1,1.1,-1.9,-8,0.5,-1,-0.2,-4,3.7,0.0,-0.4,-13
CCN(CC)c1ccc(/C=N/n2nnnc2N)c(O)c1,1.2,-0.6,-4,-3.2,-1,-1.2,-7,0.2,0.1,0.2,-1
COc1ccc(NC(=O)CCn2cccc2)cc1,-2.0,2.5,0,-0.6,-2,-1.1,7,0.7,0.7,-0.1,0
O=C(CN(C1CCCCC1)S(=O)(=O)c1ccc(Cl)cc1)NCc1ccncc1,-0.8,-1.1,-1,-0.3,0,-1.5,-4,0.9,-2.1,-0.3,-16
O=C(Nc1cc(Cl)ccc1N1CCOCC1)c1cccnc1,-0.3,1.0,-5,0.5,-3,-0.9,13,-0.6,3.1,-0.3,-5
Cn1c(=S)c2[nH]c(SCCN)nc2n(C)c1=O,-1.4,-1.5,-6,-3.4,-4,0.2,-41,1.7,1.4,-0.7,3
CC(C)(C)c1ccc(S(=O)(=O)NC(=O)C2(C)CCN2C(=O)Cc2cc(F)ccc2F)cc1 (stereo not given),0.0,.,-2,-1.7,-1,-0.4,-25,-0.6,-2.0,-0.8,2
COC(=O)C1=C(C)N=C2SC(C)C(=O)N2C1c1cccc(F)c1 (stereo not given),-1.3,0.3,-1,2.5,-5,-1.2,-1,-3.8,-0.3,0.0,-6
O=C1CCCc2oc3c(c21)CCCC3,1.9,0.0,0,-1.2,-2,-0.6,-13,-0.1,1.1,-0.1,2
CCc1nnc(NC(=O)C2CCCN2S(=O)(=O)c2ccc(F)cc2)s1 (stereo not given),-1.6,-0.1,-3,0.8,-1,-1.4,0,0.4,-2.2,-0.3,4
O=[N+]([O-])c1ccc(N2CCCC2)nc1N1CCCC1,-0.7,-0.3,-3,-0.1,-1,-1.8,12,-1.5,0.5,-1.2,-1
COc1ccc(-c2csc(N(CCCN(C)C)C(=O)c3ccc(C)cc3)n2)cc1,-0.4,2.0,1,-0.7,3,-1.0,7,-3.2,0.0,0.0,-16
CC1=NN(C(=O)c2csc(C)c2)C(O)(C(F)(F)F)C1 (stereo not given),0.9,-0.1,-4,1.0,-1,-0.8,0,2.8,2.6,0.2,-3
CN(C)CCN(C(=O)/C=C/c1cccs1)c1nc2c(F)cc(F)cc2s1,0.0,1.0,-2,-0.3,23*,-0.5,-11,-0.8,0.3,-0.2,2
